From PubChem BioAssay
TCR-CD3 inh: inhibitors of human TCR-CD3 interaction, primary screen, biochemical, fluorescence, TAMRA-labeled TCR probe | AID 651800, 2012 | inhibition, % at 9.4 µM | 0.37% of 360,000 active; in the data active = inhibition above about 19%;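 also: recombinant mutant TCR 2C K166C tagged with TAMRA read by polarization; 0% = receptor in buffer alone and 100% = receptor with positive control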
TDP2 absorb: human TDP2 enzyme inhibitors, primary screen, biochemical, epi absorbance, recombinant enzyme. AID 720702, 2013. 0.34% of 370,000 active. T5PNP hydrolysis, p-nitrophenol absorbance 415 nm. inhibition, % at 12.8 µM;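 active = inhibition above the mean of all tested compounds plus 3 SD, set per campaign, cut at about 25% in these data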;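 also: 0% = DMSO with enzyme and 100% = buffer with substrate but no TDP2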
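Evaluation: % inhibition relative to enzyme-containing and enzyme-free wells. Material: recombinant human TDP2. Benchmarks: enzyme-free and DMSO wells. Timing: enzyme reaction with compound for 2 h at 37 °C. Compound dosing: 12.8 µM only. Measured by: p-Nitrophenol epi absorbance. Reagent: T5PNP substrate at 5 mM, a TopII-DNA adduct mimic. Replication: single well per compound.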
GC-B act: human GC-B receptor activators, primary screen, HEK293 GC-B cells, cGMP TR-FRET, EC30 CNP | activation, % at 10 µM | 0% at EC30 CNP, 100% saturating CNP | Atrial natriuretic peptide receptor 2 (Homo sapiens), P20594 | AID 1920062, 2024 | 0.11% of 370,000 active;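 active = activation at 10 µM reaching about 35% in either raw or pattern-adjusted values, limit read from the data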
PRMT1 FP inh: PRMT1 methyltransferase inhibitors, primary screen, biochemical, fluorescence polarization. inhibition, % at 2.79 µM. AID 652257, 2013. recombinant PRMT1, activity-based probe fluorescence polarization. 1.3% of 370,000 active. Protein arginine N-methyltransferase 1 (Homo sapiens), Q99873;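 active = inhibition above about 21% made by adding two undisclosed values, limit read from the data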
SIAE primary: human SIAE inhibitors, primary screen, biochemical, fluorescence polarization, FP-Rh probe, 1536-well HTS; Sialate O-acetylesterase (Homo sapiens), Q9HAT2; SIAE FP-Rh probe binding; inhibition, % at 9.66 µM; 0.69% of 370,000 active; AID 1053197, 2014;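 active = inhibition above a cutoff: mean of compounds within the control limits plus 3 SD of those, cut at about 17% in these data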;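 also: 0% = plate median of compound wells and 100% = probe without SIAE protein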
mABHD4 FP: ABHD4 inhibitors, primary screen, biochemical, fluorescence polarization, mouse; (Lyso)-N-acylphosphatidylethanolamine lipase (Mus musculus), Q8VD66; purified mABHD4, FP-Rh probe fluorescence polarization; inhibition, % at 8.92 µM; 0.54% of 370,000 active; AID 720543, 2013;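 active = inhibition exceeding the mean over every tested compound plus 3 SD, cut at about 30% in these data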;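 also: 0% = plate median of compound wells and 100% = S159A mutant with DMSO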
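Doses – 8.92 µM, single dose · Material – wild-type mouse ABHD4 protein · Replication – single well per compound (singlicate) · Measure – percent inhibition of probe binding, normalized to plate controls · Schedule – 45 min compound pre-incubation plus 60 min probe step, 25 °C · Detection – fluorescence polarization with parallel and perpendicular emission, 525/598 nm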
HTRA1 inh: HTRA1 serine protease inhibitors, primary screen, biochemical, fluorescence polarization, HTS. recombinant HTRA1, FP-rhodamine activity-based probe. inhibition, % at 5.96 µM. Q92743. 0.5% of 340,000 active; in the data active = inhibition above about 36%;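 also: 0% = enzyme with DMSO and 100% = wells lacking enzyme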
Target sequence (Q92743 whole entry, looked up): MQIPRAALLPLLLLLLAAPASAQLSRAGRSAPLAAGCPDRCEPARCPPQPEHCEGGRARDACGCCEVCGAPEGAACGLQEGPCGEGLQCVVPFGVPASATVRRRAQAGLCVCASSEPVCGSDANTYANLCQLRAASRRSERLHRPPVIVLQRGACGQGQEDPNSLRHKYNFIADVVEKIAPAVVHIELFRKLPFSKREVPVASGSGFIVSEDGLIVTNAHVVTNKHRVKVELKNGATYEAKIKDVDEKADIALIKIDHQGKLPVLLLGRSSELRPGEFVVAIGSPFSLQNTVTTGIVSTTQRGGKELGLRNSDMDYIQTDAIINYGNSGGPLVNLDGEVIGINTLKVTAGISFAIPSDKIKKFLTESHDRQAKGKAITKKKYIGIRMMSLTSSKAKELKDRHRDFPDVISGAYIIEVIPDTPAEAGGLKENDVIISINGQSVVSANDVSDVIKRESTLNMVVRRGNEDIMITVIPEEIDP
rCAG RNA binder: binders of r(CAG) RNA repeats, primary screen, biochemical, fluorescence; r(CAG) RNA repeat, TO-PRO-1 dye displacement fluorescence; inhibition, % at 3 µM; 1.3% of 370,000 active; AID 651821, 2012;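 active = inhibition above the plate cutoff, the mean of all test compounds on that plate plus 3 SD, cut at about 35% in these data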;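 also: 0% = DMSO alone and 100% = 100 µM mitoxantrone as full dye displacement; higher means more dye released from RNA so lower well fluorescence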
LEDGF integ inh: blockers of LEDGF/p75-dependent integrase strand transfer – biochemical, TR-FRET, high throughput, primary screen; HIV-1 integrase (with human LEDGF/p75); TR-FRET IN-LEDGF/p75 DNA integration, Eu/Cy5; inhibition, % at 3.7 µM; 0.64% of 370,000 active; AID 743269, 2014;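 active = inhibition above the screen-wide mean plus 3 SD, cut at about 13% in these data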;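 also: signal is the Cy5 over europium emission ratio at 671 and 618 nm; 0% = plate median of compound wells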
MBD2 inh: inhibitors of MBD2 binding to methylated DNA, primary screen, biochemical, TR-FRET, DNA-binding domain, human. Methyl-CpG-binding domain protein 2 (Homo sapiens), Q9UBB5. MBD2 binding to methylated oligonucleotide. inhibition, % at 4.4 µM. 0.31% of 370,000 active; in the data active = inhibition above about 13%
Target sequence (Q9UBB5 whole entry, looked up, the tested form may be a part): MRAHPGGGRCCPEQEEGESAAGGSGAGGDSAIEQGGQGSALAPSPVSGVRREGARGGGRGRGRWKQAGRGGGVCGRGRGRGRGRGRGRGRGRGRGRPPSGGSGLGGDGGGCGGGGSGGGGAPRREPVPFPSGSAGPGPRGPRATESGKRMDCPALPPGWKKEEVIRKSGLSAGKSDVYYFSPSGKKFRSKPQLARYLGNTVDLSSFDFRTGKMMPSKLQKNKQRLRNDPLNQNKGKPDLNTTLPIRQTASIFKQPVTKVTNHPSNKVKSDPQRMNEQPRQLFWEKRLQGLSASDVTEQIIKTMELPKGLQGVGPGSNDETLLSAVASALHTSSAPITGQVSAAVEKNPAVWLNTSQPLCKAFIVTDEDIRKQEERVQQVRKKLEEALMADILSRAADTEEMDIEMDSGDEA
Active calls of the source: *; / = not tested or not shown.

SMILES	TCR-CD3 inh	TDP2 absorb	GC-B act	PRMT1 FP inh	SIAE primary	mABHD4 FP	HTRA1 inh	rCAG RNA binder	LEDGF integ inh	MBD2 inh
CCCC[C@@H]1CNC(=S)N1CCc1cccc(F)c1	-2	4	0	0	1	-4	-6	-1	-2	-3
COc1cccc(CNC(C)C(=O)Nc2ccc(S(=O)(=O)N3CCCC3)cc2)c1 (stereo not given)	3	0	-2	-2	5	-8	0	-2	1	-1
CC1=NOC(=O)/C1=C/c1ccc(O)c(Br)c1	4	7	4	-2	0	3	8	-1	5	-1
COc1ccc(-c2ccc3c(c2)C2CC3CCN2C(=O)OCc2ccccc2)cc1 (stereo not given)	1	1	0	-2	-5	-4	-33	2	-4	7
CC(C)NC(=O)N1c2ccccc2Sc2ccccc21	4	3	-1	0	4	-3	1	1	-2	-3
CN1CCCN(C(=O)C2CCCN(C(=O)c3ccc4c(c3)NC(=O)CS4)C2)CC1 (stereo not given)	/	-6	4	-2	2	2	/	1	6	25*
Cc1[nH]c2ccccc2c1Cc1n[nH]c(=S)n1C	4	0	-1	-1	5	-3	1	1	-6	0
CC(C1CC1)N(Cc1ccccc1)C(=S)Nc1cccc(C(F)(F)F)c1 (stereo not given)	-6	4	-12	0	-5	-4	-25	-7	-5	4
O=C(Cc1cccs1)NCCN1CCOCC1	2	8	0	-2	22*	-3	4	2	-2	1
COc1ccc(CCNC2CC(=O)N(CCc3ccccc3)C2=O)cc1OC (stereo not given)	3	9	2	42*	0	8	3	-5	-1	2
CC(=O)N1C[C@@H](c2c[nH]c3ccccc23)C=C[C@H]1C(=O)NS(=O)(=O)c1ccc(C)cc1	/	-12	6	6	11	8	/	18	0	2
COC(=O)c1ccccc1NC(=O)CSc1ncn[nH]1	-7	4	-4	-3	-6	6	4	1	-3	-7
O=C(CCc1ccc(S(=O)(=O)NCc2ccccc2)cc1)NCc1ccc2c(c1)OCO2	-4	-4	-3	1	-3	-7	-3	-3	-4	-1
CC1(C)OC2C(O1)[C@@H](CO)O[C@H]2n1cnc2c(N)ncnc21 (stereo not given in full)	3	-2	1	5	-3	4	5	-1	0	-4
O=C(CSc1ccccn1)Nc1cccc(NC(=O)CSc2ccccn2)n1	6	9	-5	-1	3	-9	-1	-2	-1	3
O=C1S/C(=C\c2ccccn2)C(=O)N1Cc1ccccc1F	-4	-2	4	4	2	-6	10	1	-1	-2
COc1ccc(CCNC(=O)C2CCC(=O)N2Cc2ccccc2Cl)cc1OC (stereo not given)	-9	1	1	3	-3	-13	-7	-4	-2	8
CCn1cc([N+](=O)[O-])c(C(=O)Nc2ccn(C34CC5CC(CC(C5)C3)C4)n2)n1	8	1	-2	-2	3	7	-2	0	2	-2
S=c1[nH]nc(-c2cccnc2)n1/N=C/C=C/c1ccco1	1	2	-3	6	0	4	8	6	0	-1
O=C(COC(=O)C1CC(=O)N(Cc2ccco2)C1)c1ccc(OC(=O)c2ccccc2)cc1 (stereo not given)	1	4	-4	-3	-21	2	-1	0	1	3
CSc1cccc(NC(=O)CN(C)S(=O)(=O)c2ccc(F)cc2)c1	6	-6	-1	-3	-3	1	-14	-3	-1	2
COc1ccc(-c2cc(C(=O)NCCN3CCOCC3)c3ccccc3n2)cc1	0	-7	4	0	1	2	1	-4	-1	1
Cc1ccc(CN(C)CCc2ccccn2)cc1	-7	6	-2	6	3	13	-3	-2	4	-3
CCOc1ccc(N(CC(=O)OC)S(=O)(=O)c2ccc3c(c2)n(C)c(=O)c(=O)n3C)cc1	11	5	-1	-1	7	-1	1	0	0	2
O=C1CN(C(=S)Nc2ccc(OC(F)F)cc2)CCN1	1	3	-3	-6	5	-3	-2	-2	5	-3
O=C(O)c1ccc(Cn2cc(/C=C\[N+](=O)[O-])c3ccccc32)o1	4	-17	4	5	-3	7	8	10	2	0
COc1ccc(C(=O)CNc2ccccc2Br)cc1	-8	-4	-2	4	1	1	-27	9	-5	-4
CCN1C(=O)C2(SC(NC(C)=O)=NN2C(C)=O)c2cc(C)ccc21 (stereo not given)	0	-5	2	1	-3	0	1	-2	-1	3
CCC(=O)N1c2ccc(S(=O)(=O)CCC(=O)Nc3nccs3)cc2CC1C (stereo not given)	3	0	-3	1	-4	4	3	-4	-1	0
O=[N+]([O-])c1cc2c(ccc3occc32)o1	-1	0	3	-1	5	4	/	9	0	-2
Cc1ccc(Cl)cc1-c1cc(C(=O)NCc2ccco2)[nH]n1	0	3	-7	2	-7	-11	/	1	2	0
CC1CCN(C(=O)c2ccc(S(=O)(=O)N(C)C)cc2)C(C)C1 (stereo not given)	1	7	2	-1	8	-6	0	-2	-3	0
CCOc1cc(NC(=O)C2CC2)c(OCC)cc1NC(=O)c1ccccn1	13	-2	4	2	4	0	18	0	2	0
COC(=O)/C(=C\Nc1ccc(Oc2ccc(F)cc2F)nc1)NC(=O)c1ccccc1	4	8	-3	-3	-1	0	/	-5	5	-7
N#Cc1ccc(-c2ccccc2)nc1SCC(=O)c1cccc(Cl)c1	-2	12	-7	7	-2	-11	-6	4	-1	2
CCCn1nc(C(=O)NCCN2CCOCC2)c2ccccc2c1=O	6	0	7	0	4	3	0	-5	-3	-2
C=CCn1c(=O)c2ccccc2n2c(SCc3c(C(=O)OCC)oc4ccccc34)nnc12	5	-1	-2	-4	2	1	-3	-2	1	-4
O=C(COC(=O)CCN1C(=O)C2CC=CCC2C1=O)NCCc1ccc(F)cc1 (stereo not given)	5	-3	0	-1	1	4	5	-1	0	3
CCC(C(=O)NC(C)(C)C)n1c(C(c2ccccc2)c2ccccc2)nc2ccccc21 (stereo not given)	2	4	-19	2	-6	2	/	2	-4	-1
CCNC(=O)C1(C)CCCN(C(=O)c2cc(-c3cccs3)oc2C)C1 (stereo not given)	2	-6	0	-4	4	1	/	0	0	-1
COc1cc(/C=C2\CCn3c2nc2cc(C(=O)O)ccc2c3=O)ccc1OC(F)F	-4	-1	-4	10	-3	-19	4	21	0	11
CCCCN(CCCC)CCCNC(=O)C1CC(c2cc(C(F)(F)F)cc(C(F)(F)F)c2)=NO1 (stereo not given)	0	8	-1	0	8	8	4	1	-3	-1
c1cncc(-c2cccnc2)c1	7	11	11	2	4	0	4	0	0	-5
Cc1ccc2c(C)c(C(=O)N(Cc3cccs3)C3CCS(=O)(=O)C3)oc2c1 (stereo not given)	-3	-6	-12	3	2	-4	-22	6	5	3
Cc1cccc(NC(=O)CNC(=O)c2cccc(-n3cccc3)c2)c1C	9	-11	0	-6	-3	0	-4	6	5	31*
Nn1c(SCc2cn3ccccc3n2)nnc1-c1ccncc1	6	9	0	-1	0	7	10	-1	6	-7
O=C(Nc1nnc(-c2cc(Cl)ccc2Cl)o1)c1ccco1	8	-14	-1	-5	-6	-6	0	4	0	-8
Cc1ccc(NC(=O)N2CCCc3ccccc32)cc1C	0	5	-1	3	3	-3	3	0	2	-2
Cc1noc(C)c1S(=O)(=O)N(C)C[C@H]1Oc2c(NC(=O)Nc3ccccc3)cccc2C(=O)N([C@H](C)CO)C[C@@H]1C	-1	5	0	-1	-2	2	-8	0	-2	-1
CC(=O)Nc1cccc(NC(=O)CSc2nc3c(=O)n(C)c(=O)n(C)c3n2C)c1	-1	-2	7	4	1	8	1	0	-1	-4
CCOc1ccc(N2C(=O)S/C(=C\c3cc(OC)c(OC)c(OC)c3)C2=O)cc1	2	-6	-7	1	-4	2	/	-2	-1	0
CCCOc1ccc(C2c3c(oc4cc(C)c(C)cc4c3=O)C(=O)N2CCCN(C)C)cc1 (stereo not given)	10	2	0	-1	1	-2	1	5	4	-2
Cc1ccc(C(=O)NCC(c2ccc(F)cc2)N2CCOCC2)s1 (stereo not given)	5	-4	-3	-2	-1	5	0	0	-2	-2
COc1ccc(CNC(=O)CN(C(=O)c2csnn2)c2cccc3ccccc23)cc1	-6	-8	-10	-2	6	3	-10	0	2	0
Nc1ncnc2c1ncn2[C@@H]1O[C@H](C(=O)NCc2ccc(OC(F)(F)F)cc2)[C@@H](O)[C@H]1O	-3	8	-4	3	10	2	/	0	-4	-1
Nc1ncnc2c1ncn2CCN1CCOCC1	-6	0	4	2	-2	-8	0	-2	2	7
CCCCC(=O)NC(=S)Nc1ccccc1C(=O)Nc1ccccc1	8	-7	5	-3	11	-8	-8	-3	-3	-4
CCN(c1ccccc1)S(=O)(=O)c1ccc(C(=O)Nc2ccccc2OC)cc1	6	-9	2	0	-2	-15	-26	3	1	1
Cc1cc(C)c2c(N)c(C(=O)Nc3nccs3)sc2n1	-2	3	2	-2	-5	4	-8	7	-4	-7
CC(C)NC(=O)NNc1c(Cl)cncc1Cl	2	3	1	-3	-4	-1	/	-2	0	-3

Compound profiles (already shown).
Listed for O=C(Nc1nnc(-c2cc(Cl)ccc2Cl)o1)c1ccco1 → TCR-CD3 inh: 8; TDP2 absorb: -14; GC-B act: -1; PRMT1 FP inh: -5; SIAE primary: -6; mABHD4 FP: -6; HTRA1 inh: 0; rCAG RNA binder: 4; LEDGF integ inh: 0; MBD2 inh: -8
Listed for CCN1C(=O)C2(SC(NC(C)=O)=NN2C(C)=O)c2cc(C)ccc21 (stereo not given) → TCR-CD3 inh: 0; TDP2 absorb: -5; GC-B act: 2; PRMT1 FP inh: 1; SIAE primary: -3; mABHD4 FP: 0; HTRA1 inh: 1; rCAG RNA binder: -2; LEDGF integ inh: -1; MBD2 inh: 3

Next results follow:
SMILES	TCR-CD3 inh	TDP2 absorb	GC-B act	PRMT1 FP inh	SIAE primary	mABHD4 FP	HTRA1 inh	rCAG RNA binder	LEDGF integ inh	MBD2 inh
O=C1C(Cl)=C(N2CCCCCC2)C(=O)N1c1ccccc1Cl	5	3	2	8	5	4	-5	-1	2	0
COc1ccc(OC)c(S(=O)(=O)N2CCCC(C(=O)N3CCCC3)C2)c1 (stereo not given)	8	6	0	1	-7	-5	0	-3	1	-1
COc1ccccc1CNC(=O)CSc1ccc(-c2ccccn2)nn1	-3	4	-4	3	-2	0	3	-6	0	-2
Cc1ccc(S(=O)(=O)N(CCC(=O)O)Cc2ccc(Cl)cc2)cc1	-5	-3	-5	2	-6	-12	-3	12	5	9
CCOC(=O)N1CCN(C(=O)c2cccc(NS(=O)(=O)c3ccc(F)c(F)c3)c2)CC1	0	1	-4	-4	5	-18	-3	3	-1	2

The list is partial (hit frequency here may not be typical).
